PAFAH1B3 FP inh = PAFAH1B3 enzyme inhibitors, primary screen, biochemical, fluorescence polarization, human | inhibition, % at 3.39 µM | recombinant PAFAH1B3, FP-rhodamine probe | Platelet-activating factor acetylhydrolase IB subunit alpha1 (Homo sapiens), Q15102 | actives 0.28% (n = 340,000);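 active = inhibition above the screen-wide average of all tested compounds plus 3 SD, cut at about 25% in these data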;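 note: 0% = enzyme with DMSO only and 100% = wells lacking PAFAH1B3 protein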
Target sequence (Q15102 whole entry, looked up): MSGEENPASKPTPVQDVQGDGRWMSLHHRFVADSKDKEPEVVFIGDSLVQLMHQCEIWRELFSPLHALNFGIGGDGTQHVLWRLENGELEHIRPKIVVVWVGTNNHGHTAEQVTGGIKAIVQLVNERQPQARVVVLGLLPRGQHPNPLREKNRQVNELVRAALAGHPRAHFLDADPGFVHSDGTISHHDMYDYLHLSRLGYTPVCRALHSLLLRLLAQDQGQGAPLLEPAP
LYPLA2 inh = LYPLA2 inhibitors, primary screen, counter-screen for PME1 inhibitor project, biochemical, fluorescence polarization, FP-Rh probe ABPP; inhibition, % at 5.9 µM; Acyl-protein thioesterase 2 (Homo sapiens), O95372; actives 0.38% (n = 320,000); recombinant LYPLA2;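 active = inhibition above the screen-wide mean plus 3 SD, limit set per campaign, cut at about 26% in these data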;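 note: 0% = LYPLA2 with DMSO and 100% = wells lacking LYPLA2 enzyme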
Target sequence (O95372 whole entry, looked up): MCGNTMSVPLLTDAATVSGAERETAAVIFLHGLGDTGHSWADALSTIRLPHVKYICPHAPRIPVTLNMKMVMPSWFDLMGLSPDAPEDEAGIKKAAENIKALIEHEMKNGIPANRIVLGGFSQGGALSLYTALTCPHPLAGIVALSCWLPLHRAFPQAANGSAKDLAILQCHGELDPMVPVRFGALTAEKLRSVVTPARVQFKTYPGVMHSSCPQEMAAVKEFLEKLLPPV
GSTO1 counter = inhibitors of recombinant GSTO1, primary screen, counter-screen for RBBP9 inhibitor project, biochemical, fluorescence polarization. activity-based probe fluorescence polarization. inhibition, % at 5.96 µM. actives 1.1% (n = 300,000);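 active = inhibition above the campaign mean inhibition plus 3 SD, cut at about 35% in these data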;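 note: 0% = GSTO1-1 with DMSO and 100% = wells lacking GSTO1-1 enzyme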
Target sequence (P78417 whole entry, looked up): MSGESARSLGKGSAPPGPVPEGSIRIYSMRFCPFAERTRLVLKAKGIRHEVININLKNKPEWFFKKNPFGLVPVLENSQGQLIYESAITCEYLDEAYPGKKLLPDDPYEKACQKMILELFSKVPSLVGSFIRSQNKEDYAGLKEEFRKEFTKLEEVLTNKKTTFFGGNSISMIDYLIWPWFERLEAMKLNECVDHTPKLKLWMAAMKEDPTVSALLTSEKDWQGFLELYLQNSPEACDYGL
PAD4 FP inh = human PAD4 inhibitors, primary screen, biochemical, fluorescence polarization, 1536-well format; Protein-arginine deiminase type-4 (Homo sapiens), Q9UM07; recombinant PAD4, RCA probe fluorescence polarization; inhibition, % at 6.36 µM; actives 0.41% (n = 330,000); AID 485272, 2010;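 active = percent inhibition above a cutoff equal to the mean of all tested compounds plus 3 SD, cut at about 15% in these data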;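 note: 0% = PAD4 with RCA probe and DMSO and 100% = probe without PAD4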
pPAFAH inh = pPAFAH enzyme inhibitors, primary screen, biochemical, fluorescence polarization, human; inhibition, % at 3.39 µM; recombinant pPAFAH, FP-rhodamine probe fluorescence polarization; AID 463082, 2010; actives 1.5% (n = 330,000); Platelet-activating factor acetylhydrolase (Homo sapiens), Q13093;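 active = inhibition above the mean inhibition across the screen plus 3 SD, cut at about 25% in these data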;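 note: inhibitors block binding of the rhodamine activity-based probe so polarization drops; 0% = enzyme with DMSO and 100% = wells lacking pPAFAH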
PME-1 primary = PME-1 inhibitors via competitive probe labeling, primary screen, biochemical, fluorescence polarization, FP-Rh probe, HTS. recombinant PME-1. inhibition, % at 5.9 µM. actives 0.53% (n = 320,000);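 active = inhibition above the campaign mean of all compounds plus 3 SD, cut at about 26% in these data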;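 note: competitive labeling of PME-1 active site by serine hydrolase directed probe; 0% = PME-1 with DMSO and 100% = wells lacking PME-1 enzyme; inhibitors block probe labeling so polarization falls and inhibition rises; many of its hits are not listed in these tables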
LYPLA1 counter = LYPLA1 inhibitors, primary screen, counter-screen for PME1 inhibitor project, biochemical, fluorescence polarization, FP-Rh probe ABPP; Acyl-protein thioesterase 1 (Homo sapiens), O75608; recombinant LYPLA1; inhibition, % at 5.9 µM; actives 0.16% (n = 320,000);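 active = inhibition above the mean of all tested compounds plus 3 SD, set per campaign, cut at about 14% in these data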;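 note: inhibitors block serine hydrolase probe labeling of LYPLA1 so polarization falls; 0% = enzyme with DMSO and 100% = wells lacking LYPLA1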
Target sequence (O75608 whole entry, looked up): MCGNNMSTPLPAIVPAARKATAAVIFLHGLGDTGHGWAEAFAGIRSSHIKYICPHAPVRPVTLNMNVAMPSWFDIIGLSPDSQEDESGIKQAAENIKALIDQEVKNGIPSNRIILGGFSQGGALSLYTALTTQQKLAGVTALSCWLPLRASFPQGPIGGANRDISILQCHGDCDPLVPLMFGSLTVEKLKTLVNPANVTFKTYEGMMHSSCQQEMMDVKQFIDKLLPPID
PREPL inh = PREPL enzyme inhibitors, primary screen, biochemical, fluorescence polarization; Prolyl endopeptidase-like (Homo sapiens), Q4J6C6; recombinant PREPL, fluorescence polarization activity-based probe; inhibition, % at 5.96 µM; actives 0.68% (n = 320,000); AID 2751, 2010; in the data active = inhibition above about 43%;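 note: 0% = enzyme with DMSO and 100% = wells lacking enzyme; many of its hits are not listed in these tables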
PAFAH1B2 inh = PAFAH1B2 enzyme inhibitors, primary screen, biochemical, fluorescence polarization, human. Platelet-activating factor acetylhydrolase IB subunit alpha2 (Homo sapiens), P68402. recombinant PAFAH1B2, FP-rhodamine activity probe. inhibition, % at 3.39 µM. actives 1.2% (n = 340,000). AID 492953, 2010;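 active = inhibition above the mean of all tested compounds plus 3 SD, cut at about 24% in these data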;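 note: 0% = enzyme with DMSO and 100% = wells lacking PAFAH1B2; many of its hits are not listed in these tables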
* marks the source's active call; other numbers are inactive results; nt = no result given.

SMILES | PAFAH1B3 FP inh | LYPLA2 inh | GSTO1 counter | PAD4 FP inh | pPAFAH inh | PME-1 primary | LYPLA1 counter | PREPL inh | PAFAH1B2 inh
COc1ccc(N2CCN(C(=O)c3ccc(N(C)S(=O)(=O)c4ccc(OC)cc4)cc3)CC2)cc1 | 5.0 | 53.5* | -0.4 | -0.5 | 5.8 | -1.4 | 2.6 | 7.8 | -0.9
CC(C)CCn1nc(C(=O)OC(C)C(=O)NC(N)=O)c2ccccc2c1=O (configuration not stated) | 3.3 | 5.8 | -3.8 | 1.7 | -2.4 | 3.0 | 4.9 | 13.2 | -0.3
CCOC(=O)Cn1cnc2scc(-c3ccc(C)cc3)c2c1=O | -0.3 | -1.5 | -1.4 | -2.1 | -2.3 | 0.2 | -2.0 | 1.9 | 0.7
COCc1c(C(=O)NC2CCCCC2)sc2cccc(F)c12 | -2.0 | 4.7 | nt | 3.8 | 3.7 | 4.4 | 1.7 | 23.8 | 3.0
Nc1ccc2nc(-c3ccccc3)cnc2c1 | 3.9 | 4.2 | 6.4 | 1.0 | 13.6 | 2.7 | -2.0 | 4.5 | -1.4
CCN(c1ccccc1)S(=O)(=O)c1ccc(Oc2ccc(C(C)=O)cc2OC)nc1 | 2.4 | -6.4 | nt | 1.2 | 4.5 | -0.4 | 0.7 | 1.1 | 6.7
COc1cc(C(=O)NCCCN(C)C)ccc1OCC(=O)Nc1cccc(C(F)(F)F)c1 | nt | -1.3 | -5.7 | -7.8 | 0.5 | -3.1 | -8.5 | -34.2 | nt
CC(C)(O)C#Cc1ccc(C(=O)N2CCN(c3ccc([N+](=O)[O-])cc3)CC2)cc1 | 8.4 | 10.8 | 4.3 | -1.1 | -3.1 | 0.7 | -1.5 | 14.4 | -0.3
CNC(=O)CS(=O)CC(=O)Nc1cc(OC(C)C)c(Cl)cc1Cl (configuration not stated) | 3.6 | -3.2 | 2.6 | -3.3 | -3.6 | -2.8 | -0.4 | -2.2 | 8.4
C=CCOC(=O)C1=C[C@H](C(C)(C)C)[C@@H](CCCO)[C@H](OCC)O1 | 13.1 | 0.5 | 1.8 | -3.8 | 0.1 | -8.1 | 1.4 | -0.1 | 9.6
COc1ccc(CCNC(=O)c2c(C)cc(=O)oc2C)cc1OC | 5.4 | 0.0 | -6.1 | 2.1 | 3.1 | -8.0 | -1.8 | -7.8 | 0.8
C=CCn1c(CNC(=O)c2cccs2)nnc1SCc1ccc(Cl)cc1Cl | 2.3 | 3.0 | -1.6 | 1.6 | -1.5 | 2.1 | 5.2 | 12.4 | 10.9
Cc1ccccc1OCC(=O)OCC(=O)NCc1ccco1 | 0.0 | 1.4 | 5.3 | -5.2 | 2.1 | -1.4 | 0.8 | 1.7 | 3.0
O=C1/C(=C/c2cccnc2)CCc2c1[nH]c1ccccc21 | 8.3 | 5.3 | -3.0 | 0.6 | -1.7 | 3.7 | -2.2 | 14.3 | 0.5
Cc1cc(N2C(=O)C3C4C=CC(C4)C3C2=O)ccc1Br (configuration not stated) | 7.7 | -2.9 | -4.4 | 0.7 | 2.3 | -3.2 | 2.4 | -4.5 | 6.3
CCCCCCNC(=O)C(=O)NCCc1ccc(Cl)cc1 | 6.7 | -1.1 | 1.6 | -2.4 | -2.1 | -1.7 | -2.6 | 4.7 | -2.1
O=C(CCN1C(=O)/C(=C/c2ccccc2Cl)SC1=S)NCCc1ccc(O)cc1 | 1.7 | -17.2 | -0.2 | -16.7 | -9.7 | -12.3 | -1.1 | 17.3 | 5.6
CCC(C)Sc1ccc([C@@H]2[C@@H]3C(=O)N(CC)C(=O)[C@@H]3[C@]3(C(=O)OC)CCCCN23)cc1OC (some centres not stated) | 3.0 | nt | nt | 1.1 | 9.2 | nt | nt | 15.1 | 1.3
NS(=O)(=O)c1ccc(CCNc2ncnc3c2c(-c2ccccc2)cn3-c2ccc(F)cc2)cc1 | 4.0 | 4.8 | -7.6 | 4.8 | 26.8* | -5.5 | 2.9 | 7.8 | 1.5
COc1ccc(N/N=C(\C#N)C(=O)NCCc2ccc(OC)c(OC)c2)cc1 | 2.4 | -0.7 | 0.7 | 4.8 | 5.0 | 2.9 | -1.7 | 5.9 | 5.8
COCCN1Cc2cccc(C(=O)NCc3cccnc3)c2C1=O | -3.1 | 2.9 | -0.1 | 0.4 | 9.9 | 2.5 | 4.4 | 6.5 | 1.1
O=C(COC(=O)c1cc(Br)ccc1Cl)NC1CCCC1 | -0.8 | 3.0 | 11.9 | 1.8 | 15.6 | 1.1 | 1.9 | -21.8 | 0.3
CN1CCN(c2ccc(Cl)cc2NC(=O)CC2OC(=O)c3ccccc32)CC1 (configuration not stated) | -6.6 | -5.1 | -11.4 | -5.7 | -3.9 | 4.7 | 2.1 | 6.8 | 0.8
O=C(NCc1ccco1)C(c1cccnc1)N(C(=O)Cn1nnc2ccccc21)c1ccc(F)cc1 (configuration not stated) | 6.3 | 3.0 | 6.4 | 1.1 | 0.8 | 6.5 | 1.0 | 2.0 | 6.3
Cc1ccc(-c2nc3c(c(SCC(=O)N4CCOCC4)n2)Cc2c(CO)cnc(C)c2O3)cc1 | 6.3 | 1.3 | 3.0 | -2.4 | 6.9 | 8.4 | 0.8 | 29.4 | 3.7
SMILES | PAFAH1B3 FP inh | LYPLA2 inh | GSTO1 counter | PAD4 FP inh | pPAFAH inh | PME-1 primary | LYPLA1 counter | PREPL inh | PAFAH1B2 inh
COc1ccc(CCNC(=O)Nc2cccs2)c(OC)c1 | 11.9 | -3.3 | -3.6 | 1.2 | 2.4 | -1.3 | -4.1 | 12.7 | -3.4
C/C(Cn1cnc([N+](=O)[O-])n1)=N\NC(=O)c1ccc(Br)cc1 | 0.2 | 9.4 | 3.8 | -1.9 | 0.4 | 4.6 | 1.0 | 6.3 | -0.8
O=[N+]([O-])c1ccc(NCCCNS(=O)(=O)c2ccc(Cl)cc2)c(Cl)c1 | 9.1 | 26.5* | 3.3 | -5.7 | 12.2 | -0.5 | -1.5 | -62.6 | 13.6
CC(NC(=O)c1noc2c1CCCCC2)c1ccccc1 (configuration not stated) | -4.6 | 2.9 | -4.5 | 6.1 | 7.6 | 2.1 | 0.2 | -2.1 | 5.3
CCN1CCN(S(=O)(=O)c2ccc(Br)s2)CC1 | 1.7 | -0.2 | 1.9 | 2.9 | 7.8 | -1.9 | -4.0 | -1.2 | 16.2
S=C(NCCSCc1ccccc1Cl)Nc1ccccc1 | 4.9 | 4.1 | 7.1 | -3.5 | 3.8 | 4.6 | -3.9 | 6.5 | 8.9
O=C(O)c1ccc(-c2ccccc2C(F)(F)F)o1 | 12.2 | 1.5 | -0.9 | -6.7 | 8.1 | -9.9 | -2.9 | -5.0 | -5.0
O=c1[nH]c(CN2CCN(c3ccccc3O)CC2)nc2ccccc12 | 4.8 | -4.1 | 5.4 | 3.0 | -1.4 | 7.5 | 0.9 | 24.9 | 4.3
O=C1OC/C(=C(/O)c2ccc(Cl)cc2)C1=O | 4.8 | 3.5 | 1.5 | -3.4 | 3.4 | -6.2 | -3.9 | 2.6 | 6.0
O=C(COC(=O)Cc1c(F)cccc1Cl)NC(=O)Nc1ccccc1F | 10.2 | nt | nt | -3.1 | 0.3 | nt | nt | -13.2 | 1.3
COc1cccc(CN2CCN(C(=O)C3CCC(=O)N(C4CCCC4)C3)CC2)c1 (configuration not stated) | 2.1 | 10.5 | 3.9 | -5.5 | 0.5 | 2.3 | 8.3 | 17.5 | 6.5
Cn1cccc1CC(=O)NNC(=S)Nc1ccc(F)cc1 | -3.2 | -1.1 | -4.8 | 1.2 | 18.4 | -7.7 | 0.8 | 5.0 | 13.3
COc1ccccc1C(=O)Nc1ccc(N2CCCCC2)cc1 | 7.7 | 8.9 | 4.8 | 0.6 | 5.0 | -2.4 | 6.2 | 8.5 | -2.8
CC(=O)N1CCN(c2ccc(NC(=O)C(c3ccccc3)c3ccccc3)cc2)CC1 | -0.8 | -3.4 | 3.9 | -0.8 | 6.9 | 3.0 | -1.1 | 8.1 | 3.6
COc1cc2c(cc1OC)C(c1cccc([N+](=O)[O-])c1)NC(=O)C2 (configuration not stated) | -0.9 | -0.8 | 1.3 | -2.5 | 1.3 | 4.1 | 1.6 | 12.6 | -3.1
CN(C)c1nc(-c2cccnc2)nc(-c2ccc(Cl)cc2)c1C#N | -3.0 | -4.9 | 4.1 | -2.5 | -0.8 | -0.4 | -0.9 | -7.6 | 4.8
CCCCOCCCNC(=O)c1ccc2c(c1)OCO2 | 5.0 | 7.0 | 4.0 | -0.5 | 6.3 | 4.0 | 1.9 | 6.5 | -3.2
CCOC(=O)N1CCN(c2nc3ccc(C(=O)c4ccccc4)cc3n3cnnc23)CC1 | 3.7 | 11.2 | -1.6 | 6.4 | 2.8 | 6.3 | -1.1 | 60.9* | -5.2
CCOC(=O)[C@H]1[C@H]2COc3ccc(C)cc3[C@@H]2N2C(=O)c3ccc(Cl)cc3NC(=O)[C@@]12C | 2.3 | nt | nt | 2.9 | -1.8 | nt | nt | -7.7 | 2.8
CC1(C(=O)NC2CCCCC2)CCC(=O)N1Cc1cccnc1 (configuration not stated) | -2.4 | -0.6 | 51.7* | 0.9 | 1.9 | 0.5 | 2.0 | 1.8 | -1.4
CCOC(=O)C1(CCOc2ccccc2)CCN(Cc2ccccc2O)CC1 | 8.3 | -2.6 | 3.3 | 1.9 | -2.0 | -6.5 | 0.8 | -49.0 | 1.7
Cc1ccc(OCC(=O)Nc2ccc3c(c2)nc(CCN2CCOCC2)n3C)cc1 | -0.3 | 3.5 | 6.3 | 0.3 | 0.9 | -1.5 | 3.9 | 26.5 | 5.5
CCc1nnc(NS(=O)(=O)c2ccc(N=CC3=C(O)CC(C)(C)CC3=O)cc2)s1 | 8.8 | 0.9 | -1.1 | -2.7 | 0.0 | -0.3 | -3.0 | -1.1 | 0.7
Cn1c(Cn2cnc([N+](=O)[O-])n2)nnc1SCC(=O)Nc1cccc(Cl)c1 | 5.5 | 7.1 | -5.1 | -3.5 | 1.9 | -0.8 | 1.5 | 2.7 | 0.8
CCn1c(SCC(=O)c2ccc(Cl)cc2)nnc1-c1cccs1 | 6.0 | -0.2 | 17.5 | -2.3 | 4.2 | -0.4 | 4.0 | 13.6 | 6.8
COc1ccccc1N/C(=N/S(=O)(=O)c1ccc(C)cc1)c1ccccc1 | -2.4 | 0.1 | 5.9 | -6.7 | -3.8 | 3.0 | 2.4 | 0.3 | 1.9
O=C(Nc1ccc(N2CCN(C(=O)c3cccs3)CC2)cc1)c1ccccc1F | 1.8 | 26.8* | -3.2 | -3.3 | 0.1 | 7.5 | 5.2 | 18.1 | 7.1

Screening data from PubChem BioAssay.

This is a subset; the hit share may differ from the screen's.
